hERG WT inh – qHTS for Inhibitors of KCHN2 3.1: Wildtype qHTS; Voltage-gated inwardly rectifying potassium channel KCNH2 (Homo sapiens), Q12809; U2OS, BacMam KCNH2, thallium flux FluxOr; active compounds read low; activity change, % at 1.84 µM; actives 0.37% (n = 340,000); AID 720551, 2013;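 active = maximum activity change below -70%; inconclusive = maximum activity change between -70% and -50%; inactive = maximum activity change above -50%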; note: % is set by controls: 0 for no effect and ±100 for the full control effect
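U2OS cells transduced with wild-type KCNH2 virus are loaded with FluxOr dye for 45 min, and thallium flux is measured in kinetic reads before and after stimulation buffer. Rate constants are normalized to DMSO controls.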
BCR signal inh – qHTS Assay to Find Inhibitors of Chronic Active B-Cell Receptor Signaling | ABC-DLBCL IkBa-CBG/CBR reporter, luminescence ratio, 4 h | Potency, µM (highest dose often 46.1 µM), without a hit: at the highest dose ratio change, negative = lower green/red ratio, actives largely listed as inhibitors | actives 0.05% (n = 340,000) | AID 493014, 2011; active = well fitted inhibition curve with a large enough effect in the signal ratio, with a control signal flat, not every such curve was filed as active; inconclusive = small, poorly fitted or top-dose-only effect, or effect the other way, or a change in a side signal; the % refers to the signal ratio;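 note: potency is the fitted concentration of half-maximal effect; plate controls were basal doxycycline-induced cells for no effect and cells given 10 µM MG132 for full effect; MG132 reads +100%, hits lower the ratio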
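Cell line TMD8 (human ABC DLBCL), stably expressing tet-inducible CBG68-IkBa fusion and CBR; IMDM/0.5% FBS; cpd up to 46 uM; dox induction, 4 h, 37C/5% CO2; dual luminescence; green/red ratio; MG132 control.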
Coupling enz – qHTS Assay for Inhibitors of Fructose-1,6-bisphosphate Aldolase from Giardia Lamblia: Coupling assay counterscreen; actives 0.67% (n = 290,000); AID 2472, 2010; coupling enzyme system counterscreen, AmpLite Red fluorescence; activity change, negative = inhibition, % at 58.2 µM, hits read low; in the data active = activity change below about -30%; note: % is set by controls: 0 for no effect and ±100 for the full control effect
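Coupling enzymes only (glyceraldehyde-3-phosphate) + compound, at 57.5 uM final, 10 min RT; add substrate/coupling/AmpLite Red mix, 20 min RT; fluorescence ex 525/em 598 nm. Actives flag coupling-system interference.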
MLL CXXC-DNA inh – qHTS Fluorescence Polarization Assay for Inhibitors of MLL CXXC domain - DNA interaction; actives 0.037% (n = 290,000); Potency, µM (top dose mostly 115 µM), without a hit: at the top dose activity change, negative = inhibition, most hits filed as inhibitors; MLL-CXXC / FITC-HOXA9 DNA fluorescence polarization; Histone-lysine N-methyltransferase 2A (Homo sapiens), Q03164; active = well fitted inhibition curve with a large enough effect in the polarisation, with a control signal flat, not every such curve was filed as active; inconclusive = small, poorly fitted or top-dose-only effect, or effect the other way, or a change in a side signal; inactive = no such curve, though single readings can be large or run the other way; the % refers to the polarisation; note: potency is the fitted concentration of half-maximal effect
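Purified MLL-CXXC (added from a 7 uM solution) was preincubated 5 min at ambient with pinned compounds in 50 mM Tris-HCl pH 7.5, 50 mM NaCl, 1 mM DTT, 0.05% BSA. Fluorescein-labeled HOX-A9 DNA (50 nM solution) followed, 30 min, then polarization read.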
TSHR antagonist – Antagonists of the Thyroid Stimulating Hormone Receptor: HTS campaign. actives 0.2% (n = 330,000). TSHR-expressing cells, TSH-stimulated cAMP HTRF, 2 h; active compounds read low. Thyrotropin receptor (Homo sapiens), P16473. activity change, negative = inhibition, % at 11.5 µM. AID 504810, 2011;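 active = activity change below a set negative limit, meaning inhibition stronger than a set level, cut at about -70% in these data; inconclusive = activity change between two set negative limits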; note: % is set by controls: 0 for no effect and ±100 for the full control effect
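TSHR-expressing cells were treated with compounds, then stimulated with TSH at EC80 (4nM final) for 2 hours at 37 deg C. Cellular cAMP was measured by HTRF competition between lysate cAMP and cAMP-d2 for a cryptate-labelled anti-cAMP antibody.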
GALK inhibitor – qHTS Assay for Inhibitors of Human Galactokinase (GALK) | P51570 | Purified GALK, Kinase-Glo residual ATP luminescence | Potency, µM (series often up to 57.5 µM), for the others: top-dose activity change, negative = inhibition, hits mostly inhibitors | actives 0.007% (n = 270,000) | AID 1868, 2009; note: potency is the fitted concentration of half-maximal effect; % is set by controls: 0 for no effect and ±100 for the full control effect
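Human GALK (5 nM) with 35 uM ATP and 100 uM galactose in 20 mM HEPES pH 8.0, 5 mM MgCl2, 60 mM NaCl, 1 mM DTT, 0.01% BSA. After 1 h at room temperature, leftover ATP was read by Kinase-Glo Plus luminescence.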
Tb PFK block – qHTS Assay to Find Inhibitors of T. brucei phosphofructokinase | Potency, µM (doses to about 57.5 µM), inactives show at the highest dose activity, negative = inhibition, actives largely listed as inhibitors | T. brucei PFK, ADP-Glo luminescence | ATP-dependent 6-phosphofructokinase (Trypanosoma brucei brucei), O15648 | actives 0.17% (n = 330,000);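 note: potency is the fitted concentration of half-maximal effect; 0% = uninhibited 1x PFK enzyme wells and -100% = no-enzyme wells; nearly all actives have a fitted effect of over 60% in size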
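ADP-Glo luminescence quantified ADP after 45 min at room temperature, with 1.25 nM T. brucei PFK, 0.1 mM ATP and 0.5 mM fructose-6-phosphate in pH 8.0 TEA buffer. qHTS titrations up to 57 µM; curves classified by quality.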
Giardia kill – Small Molecules that selectively kill Giardia lamblia: qHTS; Giardia lamblia trophozoite viability; actives 0.15% (n = 340,000); activity change, % at 7.66 µM, hits read low; in the data active = activity change below about -80%; inconclusive = between about -30% and that limit;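 note: parasites exposed to compound for two days anaerobically before the ATP read; % is set by controls: 0 for no effect and ±100 for the full control effect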
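Giardia trophozoites, 100 cells per well, were exposed to compounds for 48 hrs at 37 deg C under anaerobic conditions; viability was then read as ATP content by bioluminescence after 15-30 min at room temperature.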
TCR activator – Activators of T cell receptors: qHTS campaign; primary human leukocytes, anti-CD3, IL-2 HTRF, 48 h; Potency, µM (highest dose often 9.22 µM), for the others: at the top dose activation of IL-2 secretion, hits mostly activators; 330,000 tested, under 10 active; AID 504894, 2011; note: % of control where 0% means no effect
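Primary human leukocytes receive a-CD3 beads and test compound and are incubated 48 hr. Secreted IL-2 is then assayed by HTRF, measuring 665nm acceptor emission after 320nm excitation of the europium donor.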
AT treatment – qHTS Assay for Identifying a Potential Treatment of Ataxia-Telangiectasia; […] A-T fibroblasts, KAP-1 phosphorylation AlphaLISA; neocarzinostatin DNA damage 30 min before lysis; actives 0.19% (n = 320,000); AID 485349, 2010; Potency, µM (highest dose often 57.5 µM), for inactives: at the highest dose activation, usual class: activators; note: potency is the fitted concentration of half-maximal effect; % of control where 0% means no effect; nearly all actives have a fitted effect of over 45% in size
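ATM-like activity read as KAP-1 phosphorylation via AlphaLISA donor/acceptor antibody pairs after lysis and 6 hr at 25C. Cells were ATM-null patient fibroblasts ([…], hTERT), dosed 60 min, then exposed to the DSB inducer NCS for 30 min.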
The depositor's hits bear a star; i = inactive; ? = inconclusive; . = no result given; [ ] = dose if it differs, or a comment. Unless noted, calls come from the whole dose curve; as a rule, active = well fitted curve in the direction sought with a large enough effect; inconclusive = small, poorly fitted or top-dose-only effect, or another doubt; inactive = no such curve, though single readings can be large; an effect the other way counts as inactive or inconclusive. Outcome played no part in choosing rows. Share with any hit: about 1.6%.

SMILES	hERG WT inh	BCR signal inh	Coupling enz	MLL CXXC-DNA inh	TSHR antagonist	GALK inhibitor	Tb PFK block	Giardia kill	TCR activator	AT treatment
COc1cc(OC)c(S(=O)(=O)NCc2cccnc2)cc1NC(C)=O	-15.1	1.0%	0.4	-5.5%	-3.2	7.6%	8.3%	-3.6	1.8%	-5.9%
C=C(C)Cn1c(CCNC(=O)C(C)C)nc2ccccc21	2.5	?	0.7	8.9%	9.2	0.3%	-12.4%	20.1	15.8%	-14.1%
COc1ccc(C2NC(c3ccc(OC)cc3)C(c3ccccc3)C(=O)C2c2ccccc2)cc1 (stereo not drawn)	2.1	4.7%	-2.6	2.1%	-9.8	1.8%	-0.8%	13.0	0.9%	-1.9%
Cc1cc(C)c[n+](-c2[nH]c(=O)sc2/C=N/N=C(\[O-])c2cccnc2)c1	-5.3	6.3%	-1.5	16.1%	-0.7	13.3%	-5.0%	-1.3	-5.7%	-4.1%
CCC(CC)C(=O)NCCc1ccc(OC)c(OC)c1	-15.0	.	-0.1	-0.7%	.	2.4%	.	-13.9	1.8%	.
CCCSC1=N/C(=C\c2ccc3c(c2)OCO3)C(=O)S1	10.4	16.7%	1.7	-0.8%	-0.1	-2.6%	-1.9%	-0.9	-3.5%	-1.7%
CC(C)(C)C(=O)NC(=S)NNC(=O)c1ccncc1	i	-3.8%	-10.0	-3.7%	4.0	-2.1%	3.7%	-17.9	6.1%	7.0%
O=C(COC(=O)c1ccco1)NCc1ccc(Cl)cc1Cl	27.6	0.3%	.	.	.	.	-25.5%	0.9	0.0%	-4.4%
COc1nsnc1NS(=O)(=O)c1ccc(NC(=S)NC(=O)c2cccnc2)cc1	-8.8	1.4%	3.9	-11.3%	4.4	6.1%	2.7%	24.7	-0.6%	2.1%
Cc1ccc(S(=O)(=O)N(C)CC(=O)NNC(=O)CCC(=O)c2ccc(F)cc2)cc1	-1.6	?	.	.	11.4	.	-0.3%	21.0	-3.1%[46.1 µM]	-2.7%
CC1CC1C(=O)OCC(=O)c1c(N)n(C)c(=O)n(C)c1=O (stereo not drawn)	-1.0	?	-1.8	-6.9%	12.6	12.1%	1.6%	12.0	-0.8%	12.5%
OC(c1ccccc1)c1nccn1Cc1ccccc1 (stereo not drawn)	-12.8	?	0.2	14.4%	-7.9	-0.4%	-4.7%	-20.2	7.6%	2.5%
Oc1ccc(/C=N/Nc2nn3cnnc3c3ccccc23)cc1	-3.7	?	-0.7	-7.5%	1.7	.	2.0%	10.3	-3.7%	3.0%
CC(=O)c1c(C)oc2ccc(N(C(=O)C3CCCCC3)S(=O)(=O)c3cc([N+](=O)[O-])ccc3C)cc12	-0.7	1.0%	0.6	-0.3%	2.7	-0.2%	0.7%	-17.7	2.7%[46.1 µM]	-5.1%
Cc1ccc(-n2cc(CN3CCN(C(=O)c4ncn[nH]4)CC3)c(-c3ccc(F)cc3)n2)cc1	1.0	7.3%	-6.0	4.7%	10.8	4.5%	-4.3%	27.8	-4.9%	17.7%
COc1ccc(NC2=NCCCCC2)cc1	6.6	-7.8%	0.7	-10.0%	-2.3	.	-5.5%	-10.9	.	-17.6%
CSc1ncccc1C(=O)N(C)CC(=O)Nc1ccc(Cl)c(C(F)(F)F)c1	3.5	-7.9%	.	-0.1%	-13.0	-2.1%	-2.2%	-14.5	-21.1%	-0.9%
O=C(NCc1n[nH]c(=S)n1-c1ccc(Br)cc1)c1cccs1	-0.6	4.2%	0.0	4.4%	3.2	5.3%	-0.5%	0.4	-15.6%	-2.6%
Cc1ccc2[nH]c3c(c2c1)SC(C)(C)CC3=O	-2.6	1.3%	0.4	-8.3%	-11.3	1.3%	-3.1%	-17.8	5.0%	4.8%
CN(Cc1ccccc1)C(=O)CCNC(=O)Cn1cnc2ccccc2c1=O	-5.7	-0.3%	4.5	-1.4%	4.5	0.6%	0.4%	-12.1	1.0%	-3.9%
CCOc1ccc(NC(=O)NC23CC4CC(CC(C4)C2)C3)cc1	-20.1	4.7%	-1.8	10.4%	5.4	1.2%	1.9%	-3.2	-6.5%	5.5%
O=C(NCCC(=O)N1CCN(c2ccccc2O)CC1)c1ccc(Br)cc1	3.3	9.6%	.	.	9.2	.	17.0%	11.1	19.6%	1.3%
COC(=O)c1cccc(C(=O)N2CCCC(Nc3ccc4c(c3)OCCO4)C2)c1 (stereo not drawn)	9.0	-3.6%	.	40.6%	-10.9	-3.7%	0.3%	-12.3	5.4%	-12.6%
Cc1ccc(S(=O)(=O)N2CCN(C(=O)c3ccco3)CC2)cc1C	1.5	0.1%	7.2	4.3%	1.9	-1.0%	1.8%	1.6	-12.1%	20.0%
Cc1ccc2nc(-c3cccc(SC4CCCCC4)c3)c(NC3CCCCC3)n2c1	-1.9	0.5%	.	.	6.7	.	-2.1%	7.7	-2.1%	17.0%
Cc1ccc(C(=O)N2CCN(S(=O)(=O)c3ccc(C)cc3)CC2)cc1	16.0	-5.0%	1.7	7.8%	8.6	0.1%	-2.9%	-1.5	-4.0%	5.9%
C=CCN1C(c2cccc(C(F)(F)F)c2)=CS/C1=C(/C#N)c1nnc(N2CCOCC2)n1-c1ccccc1	-40.1	4.5%	-2.4	6.5%	-9.8	.	0.0%	18.5	-1.1%	-11.1%
O=C(O)CCC(=O)Nc1ccc(C(=O)N2CCCCC2)cc1	-5.5	0.0%	5.1	-6.3%	-3.8	-0.2%	-6.5%	6.2	-0.1%	4.3%
CCNC(=O)N1CCNC(=O)C1CC(=O)OC (stereo not drawn)	13.7	0.4%	1.8	3.2%	0.1	-0.2%	-0.9%	11.6	-2.8%	-8.1%
CC1(C(=O)N2CCN(c3ccccc3)CC2)CC1(Cl)Cl (stereo not drawn)	1.5	4.0%	6.1	6.2%	-10.9	5.3%	2.5%	7.6	-4.2%	-3.5%
COc1cccc(/C=C(\C)C(=O)c2c(C)cc(C)[nH]c2=O)c1OC	.	?	-0.2	29.0%	-11.2	-3.0%	0.1%	-10.5	-8.2%	-3.3%
CN(CC(=O)Nc1ccc(F)cc1)C(=O)C1CC(=O)N(Cc2ccccc2)C1 (stereo not drawn)	-19.6	0.1%	-0.3	?	-4.1	-1.1%	-6.1%	8.3	8.8%	19.1%
CN(C)c1nc2n(c(=O)n1)CCO2	-10.5	0.7%	0.7	-8.5%	4.7	0.0%	1.8%	-16.7	.	0.1%
Cc1cccc(NC(=O)NCCCCc2ccccc2)c1	19.8	6.4%	-0.2	?	-7.7	5.1%	-3.0%	-6.9	5.5%	-0.6%
CCc1ccc(S(=O)(=O)NC2CC(C)(C)NC(C)(C)C2)cc1	-5.1	-1.0%	1.4	5.5%	3.7	0.8%	-0.3%	22.6	-0.3%	-1.1%
CCCCn1c(N)c(N(CCOC)C(=O)Cn2c(=O)oc3ccccc32)c(=O)[nH]c1=O	2.7	-4.1%	.	.	9.2	.	4.8%	-7.6	2.7%	-2.7%
O=C(N/N=C/c1ccc(Br)o1)c1ccc2c(c1)OCCO2	18.9	?	1.9	?	3.6	2.4%	7.1%	9.6	1.1%[46.1 µM]	1.9%
O=C1NC(=Nc2ccccc2)c2c1cccc2[N+](=O)[O-]	2.3	-9.9%	-2.2	-4.4%	-3.4	-1.0%	1.1%	-7.2	1.4%[46.1 µM]	.
Cc1ccc(NC(=O)C(c2ccccc2)N2CCN(CC(=O)N3CCOCC3)CC2)cc1 (stereo not drawn)	0.8	?	.	.	49.4	.	-4.9%	-2.2	-4.2%	9.7%
COCCN(C(=S)Nc1cccc(OC)c1)C1CCN(C(C)C)CC1	13.8	2.6%	2.0	14.2%	5.6	-0.5%	9.3%	-1.4	-5.9%[46.1 µM]	0.6%

Quoted at random: 2 compounds from above
SMILES	hERG WT inh	BCR signal inh	Coupling enz	MLL CXXC-DNA inh	TSHR antagonist	GALK inhibitor	Tb PFK block	Giardia kill	TCR activator	AT treatment
Cc1ccc(NC(=O)C(c2ccccc2)N2CCN(CC(=O)N3CCOCC3)CC2)cc1 (stereo not drawn)	0.8	?	.	.	49.4	.	-4.9%	-2.2	-4.2%	9.7%
Cc1ccc2nc(-c3cccc(SC4CCCCC4)c3)c(NC3CCCCC3)n2c1	-1.9	0.5%	.	.	6.7	.	-2.1%	7.7	-2.1%	17.0%
